# FUS suppressor – qHTS for Suppressors of FUS Proteinopathy: Primary screen using FUS-linked yeast assay; S. cerevisiae FUS-expressing, growth rescue, OD600, 24 h; actives 0.24% (n = 390,000); Potency, µM (doses to about 76.6 µM), for the others: at the top dose growth rescue (activation), most hits filed as activators;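 note: potency is the fitted concentration of half-maximal effect; plate controls were DMSO vehicle for no effect and reference control for full effect; nearly all actives have a fitted effect of over 55% in size; some results filed as inactive show a strong effect at the top dose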
#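 S. cerevisiae expressing FUS from galactose induction served as the toxicity model. Growth after 24hr at 30C, read as absorbance at 600 nm, indicates suppression of toxicity; compounds dosed at several concentrations.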
# PLK1 PBD block – qHTS for Inhibitors of PLK1-PDB (polo-like kinase 1 - polo-box domain): Primary Screen | Potency, µM, inactives show max response, negative = inhibition, usual class: inhibitors | actives 2.8% (n = 360,000) | Serine/threonine-protein kinase PLK1 (Homo sapiens), P53350 | AID 720504, 2013 | Plk1 PBD binding of FITC phosphopeptide, fluorescence polarization; note: potency is the fitted concentration of half-maximal effect; series mostly up to about 57 µM; % is set by controls: 0 for no effect and ±100 for the full control effect; nearly all actives have a fitted effect of over 65% in size
# IL2 activator – qHTS of IL-2 Activators. activation, % (series mostly up to about 46 µM). IL-2 activation reporter assay, cell-based qHTS; stimulated with anti-CD3/CD4/CD28 beads; in transgenic mouse T cells. AID 652025, 2013. actives 0.065% (n = 360,000); in the data active = activation above about 50%; inconclusive = mostly about 30% to 49%; note: 0% is about no effect
#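 Unstimulated transgenic mouse T cells preincubated 60 min with compound, then stimulated with anti-CD3/anti-CD4-coated beads plus anti-CD28 for 18 h at 37 degrees C. IL-2 response read as EGFP and DsRed fluorescence by plate cytometry.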
# Abeta rescue – qHTS for compounds that reverse cellular toxicity of Amyloid beta (A-beta) peptide in yeast: Primary Screen. yeast expressing A-beta42, growth rescue, OD600, 48 h; response scale: 0% DMSO, 100% iron-clioquinol control. Potency, µM (highest dose often 46.1 µM), without a hit: at the top dose growth rescue, most hits filed as activators. actives 0.063% (n = 410,000). AID 1347071, 2019; note: potency is the fitted concentration of half-maximal effect; nearly all actives have a fitted effect of over 55% in size
#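 Yeast A-beta toxicity model in growth medium with pinned compounds, 48 h at 30 C; growth read as absorbance at 600 nm. Normalized to FeCl3/clioquinol equimolar mix (positive) and DMSO (negative).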
# PI5P4K alpha inh – qHTS for Inhibitors of phosphatidylinositol 5-phosphate 4-kinase (PI5P4K); Phosphatidylinositol 5-phosphate 4-kinase type-2 alpha (Homo sapiens), P48426; PI5P4Kalpha enzyme, ADP-Glo luminescence, 60 min; stronger effect = lower value; max response, %; actives 1.2% (n = 330,000); active = max response of -50% or lower; inconclusive = between -30% and -50%; inactive = -30% or higher; note: value at the top dose of about 77 µM; % is set by controls: 0 for no effect and ±100 for the full control effect
#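 Controls without substrate or without enzyme flank wells where PI5P4Kalpha converts substrate using 5 microM ATP (final). Incubation lasts 60 minutes at room temperature; ADP formed is read by ADP-Glo luminescence.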
# EPAC1 antag – qHTS for Antagonist of cAMP-regulated guanine nucleotide exchange factor 3 (EPAC1): primary screen; EPAC1 GEF assay, Rap1b-BODIPY-GDP exchange fluorescence; Potency, µM (highest dose often 115 µM), for inactives: top-dose activity change, negative = inhibition, most hits filed as inhibitors; AID 720709, 2013; actives 0.14% (n = 360,000);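 note: potency is the fitted concentration of half-maximal effect; plate controls were vehicle for no effect and positive control for full effect; nearly all actives have a fitted effect of over 50% in size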
# EPAC1 agonist – qHTS for Agonist of cAMP-regulated guanine nucleotide exchange factor 3 (EPAC1): primary screen; EPAC1 agonist qHTS, biochemical assay; response scale: 100% = response to 6.5 mM cAMP; Potency, µM (titrated, usually from 154 µM), for inactives: at the top dose activation, usual class: activators; actives 0.073% (n = 360,000); note: potency is the fitted concentration of half-maximal effect; nearly all actives have a fitted effect of over 60% in size
#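 Nucleotide exchange assay: 100 nM EPAC1 with 250 nM Rap1B loaded with BODIPY-GDP and 50 uM GDP, room temperature. Fluorescence (480/540 nm) read every 5 min for 30 min; signal change normalized to 6.5 mM cAMP as full agonist.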
# WRN helicase inh – qHTS for Inhibitors of WRN Helicase; AID 651768, 2012; Bifunctional 3'-5' exonuclease/ATP-dependent helicase WRN (Homo sapiens), Q14191; actives 0.46% (n = 360,000); Potency, µM (titrated, usually from 114 µM), for inactives: at the top dose activity change, negative = inhibition, hits mostly inhibitors; WRN helicase unwinding, fluorescent forked duplex, kinetic; note: potency is the fitted concentration of half-maximal effect; % is set by controls: 0 for no effect and ±100 for the full control effect; nearly all actives have a fitted effect of over 55% in size
# Target sequence (Q14191 whole entry, looked up): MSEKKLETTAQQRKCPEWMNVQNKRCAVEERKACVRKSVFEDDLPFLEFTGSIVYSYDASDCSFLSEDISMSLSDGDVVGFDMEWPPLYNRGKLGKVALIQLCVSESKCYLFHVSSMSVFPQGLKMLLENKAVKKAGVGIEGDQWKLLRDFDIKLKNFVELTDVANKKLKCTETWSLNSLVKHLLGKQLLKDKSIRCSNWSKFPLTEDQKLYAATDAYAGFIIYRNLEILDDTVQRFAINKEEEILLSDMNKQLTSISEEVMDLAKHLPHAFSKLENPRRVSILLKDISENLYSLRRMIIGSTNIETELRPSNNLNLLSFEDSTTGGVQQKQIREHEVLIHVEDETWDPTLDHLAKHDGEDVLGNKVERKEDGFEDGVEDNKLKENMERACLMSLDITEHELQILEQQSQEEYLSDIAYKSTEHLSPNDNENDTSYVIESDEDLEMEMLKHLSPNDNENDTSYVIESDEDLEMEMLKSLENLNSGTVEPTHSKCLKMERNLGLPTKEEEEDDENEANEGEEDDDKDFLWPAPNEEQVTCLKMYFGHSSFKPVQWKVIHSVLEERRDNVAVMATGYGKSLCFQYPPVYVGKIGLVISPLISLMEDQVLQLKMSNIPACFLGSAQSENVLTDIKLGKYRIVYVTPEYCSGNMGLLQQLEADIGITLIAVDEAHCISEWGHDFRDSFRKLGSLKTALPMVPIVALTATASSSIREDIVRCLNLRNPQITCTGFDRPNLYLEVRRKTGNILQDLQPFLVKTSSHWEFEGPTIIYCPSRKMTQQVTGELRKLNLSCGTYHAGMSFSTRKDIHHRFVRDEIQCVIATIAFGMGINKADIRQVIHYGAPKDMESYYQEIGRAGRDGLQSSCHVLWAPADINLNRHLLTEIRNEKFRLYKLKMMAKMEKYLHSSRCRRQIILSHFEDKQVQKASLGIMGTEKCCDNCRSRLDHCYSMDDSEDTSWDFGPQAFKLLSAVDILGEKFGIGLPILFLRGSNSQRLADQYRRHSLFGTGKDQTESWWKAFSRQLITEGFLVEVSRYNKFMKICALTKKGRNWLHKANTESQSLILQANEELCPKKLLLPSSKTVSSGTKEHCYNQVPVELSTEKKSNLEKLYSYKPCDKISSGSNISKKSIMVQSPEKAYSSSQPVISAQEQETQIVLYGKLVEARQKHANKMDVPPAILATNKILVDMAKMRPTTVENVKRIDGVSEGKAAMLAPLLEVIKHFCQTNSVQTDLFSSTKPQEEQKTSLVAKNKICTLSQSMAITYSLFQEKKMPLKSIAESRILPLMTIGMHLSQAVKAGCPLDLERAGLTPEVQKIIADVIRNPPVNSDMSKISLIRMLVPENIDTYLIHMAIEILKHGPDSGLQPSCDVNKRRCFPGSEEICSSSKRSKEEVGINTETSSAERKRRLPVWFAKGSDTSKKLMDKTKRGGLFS
#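 Enzyme (20 nM final) and test compound sit together 15 min at room temperature before substrate addition. Substrate is a single-forked duplex oligonucleotide (100 nM) labelled with fluorophore and quencher, with 2 mM ATP; helicase unwinding raises red fluorescence, read kinetically.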
# * marks the source's active call; other numbers are inactive results; ? = inconclusive; . = no result given; & = joins results of further samples; [ ] = remark or other dose. Unless noted, calls come from the whole dose curve; as a rule, active = well fitted curve in the direction sought with a large enough effect; inconclusive = small, poorly fitted or top-dose-only effect, or another doubt; inactive = no such curve, though single readings can be large; an effect the other way counts as inactive or inconclusive. Compounds were not picked by outcome; 4.1% or so of the library scored in one or more.
SMILES,FUS suppressor,PLK1 PBD block,IL2 activator,Abeta rescue,PI5P4K alpha inh,EPAC1 antag,EPAC1 agonist,WRN helicase inh
COc1ccc(C(=O)NC(C)CCCC(C)(C)O)cc1OC1CCN(C(C)=O)CC1 (centres undefined),10%,0%,-0.2,-3%,-1,16%,-12%,4%
CCC(C)[C@H]1COCCS(=O)(=O)N1Cc1ccccc1 (some centres undefined),-8%,-3%,3.8,9%,1,5%,-6%,-16%
Cc1ccc(OCCCC(=O)Nc2nncs2)cc1,8%,-9%,2.0,-3%,-10,-2%,2%,-15%
COc1ccc(S(=O)(=O)N2CCCC(C(=O)O)C2)cc1 (centres undefined),-19%,-3%,1.3,8%,-3,2%,-9%,4%
COC(=O)[C@H](Cc1ccccc1)NC(=O)NCc1ccccc1,-17%,0%,1.5,1%,-3,-10%,7%,3%
O=C(Nc1ccccc1)C1=C[C@@H](C2CCCCC2)C[C@@H](OCc2ccc(CO)cc2)O1,40%,-5%,-0.2,1%,9,-17%,-10%,-5%
COc1cccc(CNCC(=O)NC(=O)NC2CCCC2)c1,3%,-15%,0.1,4%,0,-26%,-8%,-15%
CC(=O)Nc1ccc(C(=O)COC(=O)c2nc3nc(C)cc(C)n3n2)cc1,?,0%,1.3,-6%,-23,23%,1%,3%
Cc1nnc(Sc2nc3c(c(=O)[nH]c(=O)n3C)n2Cc2ccccc2)s1,-17%,0%,-2.8,3%,6,-4%,13%,-2%
O=C(NCC1CCCO1)c1cc2c(s1)CS(=O)(=O)C2 (centres undefined),4%,-5%,3.3,-10%,.,10%,5%,-1%
CCCc1nnc(SCC(=O)Nc2ccc(OC)cc2)n1N,6%,-5%,-0.7,2%,.,0%,0%,1%
Cc1occc1-c1nnc(SCc2cc(=O)n3cc(Br)ccc3n2)n1C,39%,-8%,-2.1,-12%,-19,4%,-1%,-14%
COc1ccccc1CNS(=O)(=O)c1ccc2c(c1)N(C(C)=O)CC(C)S2 (centres undefined),2%,-9%,-0.4,7%,-4,-2%,5%,-5%
CCCC(=O)Nc1ccc(NC(=O)c2cccc(OC)c2)nc1,-7%,-12%,-1.6,4%,-3,0%,-2%,9%
CC(NC(=O)CC1Nc2ccccc2NC1=O)c1ccccc1 (centres undefined),2%,-2%,0.1,5%,-8,9%,4%,-2%
N#Cc1ccsc1NC(=O)COC(=O)c1cc(Br)ccc1O,14%,8%,0.0,-6%,?,12%,-3%,-15%
CCN(c1ccccc1)P(=O)(Nc1ccccc1)Nc1ccccc1,23%,-11%,-1.8,1%,-7,-18%,2%,-35%
Cc1nc(CNC(=O)c2ccccc2OC2CCN(S(C)(=O)=O)CC2)cs1,-11%,-2%,0.4,-11%,2,1%,21%,-4%
CCOC(=O)C1=C(C)NC(=O)NC1c1ccc(OCC(=O)Nc2ccccc2)c(OC)c1 (centres undefined),1%,2%,-1.9,-1%,-4,-3%,-4%,1%
COc1ccc(S(=O)(=O)O)cc1P(=O)(c1ccccc1)c1ccccc1,-15%,-3%,0.6,8%,2,10%,0%,-5%
CCc1ccc(N2CC(C(=O)N3CCN(c4ccc([N+](=O)[O-])cc4)CC3)CC2=O)cc1 (centres undefined),-48%,-14%,-3.0,1%,-1,-2%,18%,-3%
COc1cc(C)nc(Oc2ccc(OCc3ccccc3)nn2)n1,-5%,-4%,0.4,1%,-12,-24%,0%,8%
CC1=C(C(=O)N2CCOCC2)CC(CC(=O)NC2CC2)C(=O)N1Cc1ccccc1 (centres undefined),-18%,-5%,-1.8,-9%,-5,23%,-7%,2%
COc1ccc(OCC(=O)N/N=C/c2cccn2-c2cccc(C(=O)O)c2)cc1,?,-19%,-0.1,-2%,-20,-2%,-9%,?
CCN(Cc1ccccc1)C(=O)CC(=O)N(CC)Cc1ccccc1,6%,-15%,-1.9,-7%,-6,-11%,7%,1%

# The closing 3 entries of the section before come first, to join the parts.
SMILES,FUS suppressor,PLK1 PBD block,IL2 activator,Abeta rescue,PI5P4K alpha inh,EPAC1 antag,EPAC1 agonist,WRN helicase inh
CC1=C(C(=O)N2CCOCC2)CC(CC(=O)NC2CC2)C(=O)N1Cc1ccccc1 (centres undefined),-18%,-5%,-1.8,-9%,-5,23%,-7%,2%
COc1ccc(OCC(=O)N/N=C/c2cccn2-c2cccc(C(=O)O)c2)cc1,?,-19%,-0.1,-2%,-20,-2%,-9%,?
CCN(Cc1ccccc1)C(=O)CC(=O)N(CC)Cc1ccccc1,6%,-15%,-1.9,-7%,-6,-11%,7%,1%
COCCNC(=O)CN1CCC(NC(=O)Nc2ccccc2)CC1,-20%,-5%,0.0,2%,1,-5%,-3%,6%
Cc1ccc(C(=O)N/C(=C/c2ccco2)C(=O)NCCc2c[nH]c3ccccc23)cc1,?,-1%,-2.1,8%,-23,5%,4%,-15%
Cc1nc(-c2ccccc2)sc1C1(C)CC(c2cccc([N+](=O)[O-])c2)=NO1 (centres undefined),16%,-6%,0.0,1%,10,4%,9%,-4%
O=S1(=O)c2ccc(Br)cc2OC(COCc2ccccc2)CN1Cc1ccccc1 (centres undefined),-22%,24µM*,-0.7,7%,-19,-5%,-1%,-1%
CC1CCCN(C(=O)C(Cc2ccccc2)n2cccc2)C1 (centres undefined),-13%,-18%,-3.2,6%,0,-19%,-7%,-3%
COC(=O)c1cc(-c2ccc(OC)cc2F)nc2nc(SC)[nH]c(=O)c12,43%,-14%,0.0,3%,2,7%,3%,-2%
COc1cccc(CN2CCC(N(CCc3ccccc3)Cc3ccccc3)CC2)c1OC,10%,-9%,-3.8,4%,1,-27%,12%,?
CCc1ccc(CNC(=O)CCn2nc(C)c3c(C)n(-c4ccccc4)nc3c2=O)cc1,-10%&-8%,-17%,0.5,-11%&-26%,2,8%,12%,0%
Cc1nc2sccn2c(=O)c1S(=O)(=O)NCC(C)c1ccccc1 (centres undefined),-11%,-4%,0.3,-6%,6,20%,-14%,6%
CC(c1ccccc1)N1C(=O)/C(=C/c2ccncc2)SC1=S (centres undefined),20%,-27%,-0.6,-32%[inhibitor],2,-19%,4%,-8%
CCC(CC)CN1C(Nc2ccccc2)=NC[C@@H]1CC(C)C,-11%,-14%,-0.5,6%,-3,2%,0%,0%
COC(=O)c1ccc(C2N=C(c3cccs3)CC(c3ccccc3O)N2)cc1 (centres undefined),29%,-12%,-3.3,-12%,3,-9%,8%,?
Cc1ccc(Cn2c(C(C)Nc3nc(-c4ccc(F)cc4)cs3)nc3cc(Cl)c(Cl)cc32)cc1 (centres undefined),25%,-18%,2.8,-10%,3,15%,-8%,-9%
Cc1cc(S(=O)(=O)c2cc3ccc(O)c(C)c3oc2=O)ccc1F,2%,-19%,-0.4,-4%,7,0%,-18%,-13%
Cc1nn(CCC#N)c2nc(C(F)(F)F)[nH]c(=O)c12,-6%,-9%,0.2,0%,-5,-23%,7%,-1%
CC1CC(C)CN(S(=O)(=O)c2ccc3c(c2)CCN3C(=O)C2CC2)C1 (centres undefined),-1%,-16%,-2.0,-4%,-9,19%,1%,2%
Cc1ccc(C)c(S(=O)(=O)N2CCN(C(=O)c3ccc4ccccc4n3)CC2)c1,?,-7%,0.6,-13%,5,8%,15%,1%
O=C(Nc1cccc(C(=O)N2CCCC2)c1)C1CCC1,-25%,-15%,0.9,-14%,1,?,-46%[inhibitor],0%
CC(C)(C)OC(=O)NCc1nc(N)n[nH]1,1%,-2%,-0.3,6%,1,-13%,2%,5%
CCOc1cc2[nH]c(=S)n(CCC(=O)NC3CCCCC3)c(=O)c2cc1OCC,-16%,-5%,5.1,-2%,0,-16%,-2%,-6%
O=C(NCCc1cccc(C(F)(F)F)c1)C1CCC(=O)N(C2CC2)C1 (centres undefined),.,7%,2.1,7%,-4,1%,-8%,1%
CCc1ccccc1NC(=O)C1CCCN1S(=O)(=O)c1ccc(-c2ccc(=O)[nH]n2)s1 (centres undefined),?,-19%,-0.2,6%,-59*,-7%,8%,-4%[11.6 µM]
CC1=C(C(=O)OCC(C)C)C(c2cccc(F)c2)N2C(=O)C(C)SC2=N1 (centres undefined),?,3%,-0.3,-16%,3,-19%,-1%,-10%
COc1ccc(Cl)cc1NC(=O)C1CCCN(S(=O)(=O)c2cccc3nonc23)C1 (centres undefined),.,0%,5.8,-5%,-1,2%,-2%,-19%
CCCCN1CC(C)(C)[C@H](CC(=O)NC)C1=O,-9%,-7%,-2.3,-12%,3,0%,0%,-3%
# The results go on.
SMILES,FUS suppressor,PLK1 PBD block,IL2 activator,Abeta rescue,PI5P4K alpha inh,EPAC1 antag,EPAC1 agonist,WRN helicase inh
COc1ccc(Cl)cc1NC(=O)NCc1ccccn1,22%,-14%,0.4,13%,-4,-7%,3%,1%
COCC(=O)Nc1ccc2c(c1)OCO2,-17%,-8%,-2.4,-20%,-3,6%,2%,12%
CCN1CCN(Cc2ccc(NC(=O)c3ccc(C)c(NC(=O)c4cc(-c5ccc(Br)cc5)n[nH]4)c3)cc2C(F)(F)F)CC1,?,-20%,-0.8,0%,-57*,-22%,-4%,4%
COc1ccc2nc(NC(=O)CCc3cc(OC)c(OC)c(OC)c3)sc2c1,34%,-7%,0.7,4%,2,3%,6%,2%
COCCCNC(=O)c1ccc2c(=O)n(C3CCCC3)c(=S)[nH]c2c1,19%,-9%,-3.9,-1%,0,4%,-3%,3%
COc1cccc(C(=O)OC(C)CN2CCCC2)c1 (centres undefined),11%,0%,0.8,-15%,1,10%,-9%,0%
CC(C)N=C1NN=C(c2ccc(F)cc2)CS1,12%,-15%,0.5,-11%,?,10%,-11%,-30%
CCCCCCN1Cc2ccccc2C1,-53%[inhibitor],-7%,-4.6,0%[9.22 µM],8,-5%,4%,-16%
COc1ccc(OC)c2c(C)cc(C)nc12,-19%,0%,-0.4,7%,-4,-4%,2%,-5%
CCN(CC(=O)Nc1ccc2c(c1)OCCO2)C(=O)c1cccc(S(=O)(=O)N2CCOCC2)c1,.,4%,0.9,18%,12,6%,11%,-4%
